From PubChem
N370S GC mod: qHTS Assay for Inhibitors and Activators of N370S glucocerebrosidase as a Potential Chaperone Treatment of Gaucher Disease; 330,000 tested, 0.092% active; Lysosomal acid glucosylceramidase (Homo sapiens), P04062; Potency, µM (top dose mostly 59.4 µM), inactives show at the top dose activity change, negative = inhibition, most hits filed as inhibitors; AID 2101, 2009; N370S GC spleen homogenate, 4MU-glucoside fluorescence;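 also: 0% = full enzyme activity and -100% = no enzyme basal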
DT40 TDP1 no CPT: qHTS for Inhibitors of human tyrosyl-DNA phosphodiesterase 1 (TDP1): qHTS in cells in absence of CPT; DT40 Tdp1-/- hTDP1 cells, no CPT, ATP luminescence, 48 h; 420,000 tested, 15% active; AID 686978, 2013; Potency, µM (doses to about 46.2 µM), for the others: top-dose activity change, negative = growth inhibition, usual class: inhibitors; also: nearly all actives have a fitted effect of over 55% in size
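A cellular qHTS used chicken DT40 cells lacking endogenous Tdp1 but carrying stably transfected human TDP1. Compounds were applied without camptothecin, and cell growth kinetics were judged by ATP-dependent luminescence after ≥48 hr.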
TDP1 inh: qHTS Assay for Inhibitors of Tyrosyl-DNA Phosphodiesterase (TDP1); AID 485290, 2010; 350,000 tested, 0.28% active; Tyrosyl-DNA phosphodiesterase 1 (Homo sapiens), Q9NUW8; recombinant TDP1, AlphaScreen DNA substrate cleavage; Potency, µM (series often up to 130 µM), for the others: at the highest dose activity change, negative = inhibition, actives largely listed as inhibitors; also: nearly all actives have a fitted effect of over 40% in size
Target sequence (Q9NUW8 whole entry, looked up): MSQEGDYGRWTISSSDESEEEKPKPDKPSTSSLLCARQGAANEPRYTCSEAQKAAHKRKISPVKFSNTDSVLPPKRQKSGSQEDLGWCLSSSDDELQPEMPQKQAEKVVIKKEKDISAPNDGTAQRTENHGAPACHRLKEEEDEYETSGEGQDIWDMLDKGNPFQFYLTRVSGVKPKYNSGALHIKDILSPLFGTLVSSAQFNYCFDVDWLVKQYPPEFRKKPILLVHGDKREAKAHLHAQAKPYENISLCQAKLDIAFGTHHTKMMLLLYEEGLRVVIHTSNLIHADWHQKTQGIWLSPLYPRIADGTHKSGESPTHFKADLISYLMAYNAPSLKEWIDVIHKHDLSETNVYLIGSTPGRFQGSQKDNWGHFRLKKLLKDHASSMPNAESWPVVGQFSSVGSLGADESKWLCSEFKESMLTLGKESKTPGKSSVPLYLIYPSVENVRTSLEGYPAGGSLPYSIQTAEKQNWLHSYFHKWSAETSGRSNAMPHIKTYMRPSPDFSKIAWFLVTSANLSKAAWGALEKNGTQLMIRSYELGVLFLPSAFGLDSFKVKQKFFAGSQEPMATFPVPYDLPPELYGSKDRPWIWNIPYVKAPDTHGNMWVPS
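Tdp1 1 nM final; 15 min RT w/ cpd; substrate 15 nM, 5 min; beads 10 ug/ml, 10 min; AlphaScreen read. Neg ctrl: no enzyme.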
* = called active by the depositor; ? = inconclusive; . = no result given; [ ] = another dose, or the depositor's remark. Calls follow the shape of the dose curve; as a rule, active = well fitted curve in the direction sought with a large enough effect; inconclusive = small, poorly fitted or top-dose-only effect, or another doubt; inactive = no such curve, though single readings can be large; an effect the other way counts as inactive or inconclusive. Unless noted, % is scaled to controls: 0 for no effect and ±100 for the full control effect; potency is read from the fitted curve at half-maximal effect.

smiles	TDP1 inh	N370S GC mod	DT40 TDP1 no CPT
COc1ccc2c(c1)-c1nc(NC(=O)c3ccc(C)cc3)sc1CC2	5%	.	?
O=C(C[C@@H]1C/C=C\C[C@@H](Cc2ccc(F)cc2)C(=O)OC[C@@H]2CCCN2C1=O)N[C@H](CO)Cc1ccccc1	0%	.	23µM*
CC1CCN(CCCNC(=O)c2cc3sccc3n2C)CC1	5%	2%	-9%
CS(=O)(=O)N(CC(=O)N1CCCCCC1)c1ccccc1	1%	-2%	-2%
CN(C)CCCNC(=O)c1cc2sc3ccccc3c2s1	8%	-7%	?
Cc1ccccc1NS(=O)(=O)c1ccc(NC(=O)N2CCCCC2)cc1	-7%	-1%	?
CCOC(=O)N1CCN(C(=O)c2ccc(Cn3c(=S)[nH]c4cc5c(cc4c3=O)OCO5)cc2)CC1	7%	-13%	16µM*
NC(=O)c1ccc(N2CCCCC2)c(N2C(=O)C3C4C=CC(C4)C3C2=O)c1 (stereo not given)	-6%	-8%	?
O=C(NNC(=O)c1ccc(S(=O)(=O)N2CCCC2)cc1)c1ccc(Br)cc1	-14%	0%	-7%
CC1(C)CC(=O)c2sc(NC(=O)c3ccccc3)nc2C1	6%	2%	.
COc1cc(/C=C2/NC(=O)N(Cc3ccccc3F)C2=O)cc(OC)c1O	0%	-17%	?
CCN1CCN(C(=O)N[C@@H](C(=O)N[C@@H]2C(=O)N3[C@@H]2SC(C)(C)[C@@H]3C(=O)O)c2ccccc2)C(=O)C1=O	1%	6%	.
O=S1(=O)N=C(N2CCN(c3ccc(F)cc3)CC2)c2ccccc21	2%	4%	-10%
COc1ccc(C(C(=O)NC2CCCCC2)N(C(=O)CCl)c2ccc(Cl)cc2)cc1 (stereo not given)	0%	-6%	-105%
CCNS(=O)(=O)c1ccc(CCC(=O)O)cc1	0%	-3%	-9%
CSc1ncccc1C(=O)Nc1nc2ccc(Oc3ccccc3)cc2s1	3%	-3%	?
Cc1cnc(NC(=O)CN(C)S(=O)(=O)c2ccc(Cl)cc2)s1	5%	0%	-10%
O=C(Nc1nc2ccccc2[nH]1)c1cccc(Br)c1	11%	-6%	?
CC(=O)Nc1c(C(=O)O)oc2ccc(Cl)cc12	7%	-28%	-6%
O=C(c1ccc(N2CCOCC2)c([N+](=O)[O-])c1)N1CCCCC1	4%	-6%	1%
COc1ccc(C(C(C(=O)c2cccs2)N2CCOCC2)N2CCOCC2)cc1OC (stereo not given)	-2%	-3%	-8%
COc1ccc2c(=O)cc(C(F)(F)C(F)(F)F)oc2c1	4%	-2%	0%
CN1CCN(CCCNCc2cn(CCC#N)c3ccccc23)CC1	.	7%	-14%
Cc1cccc(NCc2ccccc2O)c1	7%	0%	-24%
COc1cc2c(cc1OC)CN(Cc1nc3ccsc3c(=O)[nH]1)CC2	.	3%	?
CC[C@]12c3[nH]c4cc(CCC(=O)N(C)C)ccc4c3CCN1C(=O)[C@@H](CC(=O)NC(C)(C)C)C[C@@H]2C(=O)N1CCN(C(=O)c2ccco2)CC1	0%[56.1 µM]	.	-4%
C=CCn1c(N2CCN(c3ccc(OC)cc3)CC2)nc2c1c(=O)[nH]c(=O)n2C	8%	5%	?
CCCCNC(=O)CSc1nc(Cc2ccccc2)nc2ccccc12	4%	?	?
Cc1cc(C(=O)NCC(C)(C)N2CCOCC2)c(C)o1	0%	-16%	0%
COc1ccc(C(=O)NCCn2cc(SCC(=O)NCCc3ccc(OC)c(OC)c3)c3ccccc32)cc1	7%	.	16µM*

Some of the entries so far, with each value named:
> CCCCNC(=O)CSc1nc(Cc2ccccc2)nc2ccccc12
  TDP1 inh = 4% | N370S GC mod = ? | DT40 TDP1 no CPT = ?

> Cc1cc(C(=O)NCC(C)(C)N2CCOCC2)c(C)o1
  TDP1 inh = 0% | N370S GC mod = -16% | DT40 TDP1 no CPT = 0%

Further compounds
smiles	TDP1 inh	N370S GC mod	DT40 TDP1 no CPT
CC(=O)N1CC(C)Oc2ccc(S(=O)(=O)NC(CC(=O)O)c3ccccc3)cc21 (stereo not given)	1%	-16%	25%
Cc1noc(C)c1NC(=O)Nc1cccc2c1O[C@H](CN(C)S(=O)(=O)c1c(C)noc1C)[C@@H](C)CN([C@H](C)CO)C2=O	-1%	.	7%
CC(=O)Nc1ccc(-c2nnc(SCC(=O)n3c4c(c5ccccc53)CCCC4)n2C)cc1	8%	1%	-26%
O=C(NCC1CCCO1)c1ccc(Cl)c(S(=O)(=O)N2CCOCC2)c1 (stereo not given)	12%	-7%	-2%
COc1ccc(C(=O)NN2CCOCC2)cc1[N+](=O)[O-]	2%	-8%	4%
O=C(CCn1c(=O)c2ccccc2n(Cc2ccccc2)c1=O)NCc1ccc2c(c1)OCO2	2%	3%	-13%
Cc1noc(C)c1COc1cccc(C(=O)NCc2cccc(Cl)c2)c1	0%	-21%	?
COc1ccc(CNC(=O)CSc2ccsc2[N+](=O)[O-])cc1	5%	-5%	-8%
COc1ccc(Cl)cc1NC(=O)CN(C)C(=O)c1ccc(C)s1	-17%[0.505 µM]	12%	-1%
CN(C)CCCNC(=O)c1ccc(-c2ccccc2)cc1	7%	12%	-20%
Cc1c(Cl)cccc1NC(=O)Cc1cccs1	1%	-13%	16%
COc1ccc(NC(=O)Nc2nnc(SCC(=O)Nc3cccc(C)c3C)s2)cc1	5%	.	7.3µM*
Cc1ccccc1NC(=O)/C=C/c1cccs1	0%	5%	?
COc1ccc(/C=C/C(=O)N(C)Cc2cccs2)cc1S(=O)(=O)N1CCOCC1	-2%	-8%	-26%
Cc1cc(O)c(CN2CCN(c3ccccc3)CC2)c2oc(=O)cc(C)c12	3%	.	-9%
Cc1sc2nc(COC(=O)c3ccc(N4CCCC(C)C4)c([N+](=O)[O-])c3)[nH]c(=O)c2c1C (stereo not given)	4%	?	16µM*
CCn1c(NCc2cccc(Cl)c2)nc2ccccc21	3%	.	23µM*
Cc1ccc2c(c1)N(CC(=O)N1CCCC1)C(=O)CO2	.	12%	1%
Cc1cc(F)ccc1S(=O)(=O)Nc1ccc(C(=O)N2CCCCCC2)cc1	2%	.	?
c1csc(-c2nnc(COc3ccc4c(c3)OCO4)o2)c1	4%	1%	1%
CCc1ccccc1-n1c(SCC(=O)NC)nnc1-c1cccnc1	0%	4%	-11%
Cc1cc(-c2nnc(CCC(=O)NC(Cc3ccccc3)c3ccccc3)o2)no1 (stereo not given)	3%	-1%	-20%
O=S(=O)(NCc1ccc(Cl)cc1)NCc1ccccc1F	-2%	-4%	-14%
C/C=C1\COC(C(=O)NCc2cccc(OC)c2OC)(C(F)(F)F)C=C1C=C(C)C (stereo not given)	0%	-2%	.
CC1CCCCC12NC(=O)N(CC(=O)NC(=O)NCc1ccco1)C2=O (stereo not given)	2%	-6%	0%
CCCCN(C(=O)CCC(=O)Nc1cc(C)on1)C(C(=O)NC1CCCC1)c1cccc(OC)c1 (stereo not given)	0%	-1%	?
O=C(Cc1ccccc1)NCCCN1CCN(CCCNC(=O)Cc2ccccc2)CC1	2%	-7%	5%
NC(=O)Nc1ccccc1C(=O)N1CCC(O)(c2ccc(Cl)cc2)CC1	3%	1%	-4%
CSc1cccc(NC(=O)C2CCN(c3nc4ccccc4[nH]3)CC2)c1	0%	.	?
Cc1ccc(-c2nc(SCC(=O)c3c(N)n(C)c(=O)n(C)c3=O)n[nH]2)cc1	4%	-16%	5%
O=C(CC1C(=O)NCCN1C(=O)Nc1ccc(F)cc1)Nc1ccc(F)cc1 (stereo not given)	.	2%	5%
O=C(Nc1ccc(Cl)c(S(=O)(=O)N2CCOCC2)c1)c1cc(-c2ccccn2)nc2ccccc12	0%	-8%	23µM*
CCc1ccccc1NC(=O)CCCN1C(=O)CCn2nc(-c3cn(C)c4ccccc34)cc21	8%	.	-23%
Cc1[nH]c2ccccc2c1C(=O)COc1ccccc1	0%	7%	21%
CCOc1ccc(NC(=O)c2oc3ccccc3c2NC(=O)c2c(F)cccc2F)cc1	9%	.	?
CCOc1ccccc1NC(=O)CCC(=O)Nc1nnc(C2CCCCC2)s1	1%	14%	-4%
Cc1ccc(S(=O)(=O)Nc2nc(-c3ccccc3)cs2)cc1	.	-11%	-6%
CNc1ncncc1-c1ccccc1OC	28µM*	7%	-19%
Cc1ccc(-c2nnn(CC(=O)N(c3ccc(F)cc3)C(C(=O)NC(C)(C)C)c3ccco3)n2)o1 (stereo not given)	2%	1%	?
COc1ccccc1C(=O)NCc1ccc2c(c1)CCN2C(=O)c1cccc(C)c1	4%	.	?
COc1ccc(C2CC(c3cccs3)n3nc(N)nc3N2)cc1 (stereo not given)	3%	19%	?
Cc1ccccc1C(=O)NNC(=O)c1cc(S(=O)(=O)N2CCOCC2)ccc1C	3%	.	15%
Cc1cc(=O)n(Cc2ccccc2)c2c(C)cccc12	.	-1%	-21%
CSc1nnc(NC(=O)c2nc(S(=O)(=O)Cc3cccc(C)c3)ncc2Cl)s1	6%	0%	8.2µM*
O=C(Nc1ccc(S(=O)(=O)N2CCCCC2)cc1)c1cccnc1Cl	-5%	-2%	?
CCOc1cc(C2C(C(=O)Nc3ccccc3)=C(C)Nc3ncnn32)cc(Br)c1O (stereo not given)	1%	.	-20%
COc1ccc(C(=O)NCC(=O)N/N=C/c2cn[nH]c2-c2ccccc2)cc1	6%	-3%	-8%
O=C1CC(C(=O)O)S/C(=N\NC(=O)c2ccccc2)N1 (stereo not given)	0%	-1%	9%
C=CCn1c(SCc2ccccc2)nc(O)cc1=O	?	.	-19%
COc1cccc(NC(=O)c2ccc(-c3ccccc3[N+](=O)[O-])o2)c1	6%	-4%	?
O=C(Nc1ccc(F)c(Cl)c1)C1CCN(S(=O)(=O)c2ccc3c(c2)CCCN3C(=O)C2CCC2)CC1	-2%	.	12µM*
O=C(CCS(=O)(=O)c1ccc(F)cc1)Nc1ccc(N2CCN(Cc3ccccc3)CC2)cc1	4%	.	?
Cc1ccccc1C(=O)N1CCC(C(=O)NC(C)c2ccc(-n3ccnc3)cc2)CC1 (stereo not given)	3%	1%	8%
COc1cc(C(=O)OCC(=O)Nc2ccc(S(=O)(=O)NC3=NCCCCC3)cc2)cc(OC)c1OC	1%	.	?
FC(F)(F)c1cc(-c2ccccc2)nc2nc(N3CCOCC3)sc12	-1%	21%	-23%
COc1ccc(C(NC=O)c2cc(OC)c(OC)cc2Br)cc1OC (stereo not given)	5%	7%	-19%
CCN1CCN(C(=O)c2ccc3c(c2)N(Cc2cc(C)ccc2C)C(=O)c2ccccc2S3(=O)=O)CC1	7%	.	-27%
COc1ccc(/C=N/NC(=O)Cn2cnc3ccccc3c2=O)cc1OC	3%	2%	17%
O=S(=O)(c1cccc2ccccc12)N1CCSC1	0%	6%	-7%
CCCCOc1cc(NCc2ccccc2)c2ncn(C(C)C)c2c1	12%	.	21µM*

Full records, quoted from the list. Screens in order: TDP1 inh	N370S GC mod	DT40 TDP1 no CPT
`Cc1ccccc1C(=O)N1CCC(C(=O)NC(C)c2ccc(-n3ccnc3)cc2)CC1` (stereo not given) across the screens: 3%	1%	8%
`COc1cccc(NC(=O)c2ccc(-c3ccccc3[N+](=O)[O-])o2)c1` across the screens: 6%	-4%	?
`Cc1ccc(-c2nnn(CC(=O)N(c3ccc(F)cc3)C(C(=O)NC(C)(C)C)c3ccco3)n2)o1` (stereo not given) across the screens: 2%	1%	?
`Cc1cc(=O)n(Cc2ccccc2)c2c(C)cccc12` across the screens: .	-1%	-21%
`COc1ccc(C(=O)NCC(=O)N/N=C/c2cn[nH]c2-c2ccccc2)cc1` across the screens: 6%	-3%	-8%

Three structures from above, sorted by formula weight, low to high.
smiles	TDP1 inh	N370S GC mod	DT40 TDP1 no CPT
COc1cccc(NC(=O)c2ccc(-c3ccccc3[N+](=O)[O-])o2)c1	6%	-4%	?
COc1ccc(C(=O)NCC(=O)N/N=C/c2cn[nH]c2-c2ccccc2)cc1	6%	-3%	-8%
COc1ccccc1C(=O)NCc1ccc2c(c1)CCN2C(=O)c1cccc(C)c1	4%	.	?

A portion of the library; count on the stated rates, not on these rows.
